Screens: PubChem, National Center for Advancing Translational Sciences (NCATS)
KB-3-1 tox – KB-3-1 parental cell cytotoxicity. actives 1.4% (n = 400,000). AID 1347075. Potency, µM (series often up to 46.1 µM), inactives show at the top dose activity change, negative = cytotoxic, hits mostly cytotoxic. KB-3-1 viability, CellTiter-Glo ATP luminescence, 72 h; further: potency means the concentration at half of the fitted maximal effect; on the % scale 0 is the no-effect control and ±100 the full control effect; nearly all actives have a fitted effect of over 60% in size
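Screening of KB-3-1 cells (DMEM, 10% FBS, phenol-red free) ran from lowest to highest compound concentration; after 72 h at 37 °C viability was read luminescently and curves fitted.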
KB-V1 MDR tox – KB-V1 MDR subline cytotoxicity | KB-V1 MDR cells viability, CellTiter-Glo, 72 h | Potency, µM (top dose mostly 46.1 µM), for inactives: at the highest dose activity change, negative = cytotoxicity, most hits filed as cytotoxic | actives 3.4% (n = 400,000); further: potency means the concentration at half of the fitted maximal effect; on the % scale 0 is the no-effect control and ±100 the full control effect; nearly all actives have a fitted effect of over 60% in size
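Cytotoxicity via CellTiter-Glo luminescence after 72 h compound exposure at 37 degrees C. Cells: drug-selected KB-V1 line, DMEM phenol-red free plus 10% FBS. Compounds tested at multiple concentrations; normalized data fitted to concentration-effect curves.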
MCF10A rereplic – induces DNA re-replication in MCF 10a normal breast cells; MCF 10A DNA re-replication, Hoechst nuclear intensity, 48 h; Potency, µM (highest dose often 46.1 µM), for inactives: at the top dose activity, positive = re-replication, usual class: activators; actives 2.9% (n = 350,000); AID 624296; further: potency means the concentration at half of the fitted maximal effect; % of control where 0% means no effect; nearly all actives have a fitted effect of over 50% in size
ATXN viability – viability counter-screen for ATXN expression inhibitors; actives 0.49% (n = 400,000); S2 cells (HEK-293 line with an ATXN2-luciferase reporter) viability, CellTiter-Fluor protease fluorescence, 24 h; Potency, µM (top dose mostly 56.7 µM), most hits filed as cytotoxic; further: potency means the concentration at half of the fitted maximal effect; nearly all actives have a fitted effect of over 40% in size
SW480 rerep – DNA re-replication induction in SW480 cells; SW480 DNA re-replication, Hoechst DNA content imaging, 48 h; Potency, µM (series often up to 46.1 µM), without a hit: top-dose re-replication activation, most hits filed as activators; actives 1.8% (n = 340,000); further: potency means the concentration at half of the fitted maximal effect; % of control where 0% means no effect; nearly all actives have a fitted effect of over 55% in size
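Readout is total intensity of Hoechst-stained nuclei, excited at 405 nm and collected at 500-530 nm. Compound treatment lasted 48 hr at 37 C in 5% CO2 before staining.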
IL1B secr inh – inhibitors of inflammasome signaling (IL-1 beta secretion); THP-1 LPS/ATP IL-1B secretion, AlphaLISA, 16 h; active compounds read low; activity change, % at 57.5 µM; actives 4.7% (n = 360,000); AID 743279; in the data active means activity change below about -50%; inconclusive means mostly about -30% to -49%; further: on the % scale 0 is the no-effect control and ±100 the full control effect
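Secreted IL-1B measured by AlphaLISA bead assay after 16 h compound exposure of THP-1 cells; compounds (final up to 57.5 uM) added 1 h before LPS (250 ng/mL) and ATP (1.25 mM) stimulation; lower signal means less secretion.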
HT1080 IDH1KD tx – kills HT-1080 cells with IDH1 knockdown; HT-1080 IDH1 knockdown viability, ATP luminescence, 48 h; Potency, µM (top dose mostly 46.1 µM), for inactives: at the highest dose activity, negative = toxicity, actives largely listed as cytotoxic; AID 686971; actives 2% (n = 360,000);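 further: potency means the concentration at half of the fitted maximal effect; 0% = DMSO wells and -100% = cell-free medium wells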
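Cytotoxicity counter-line: IDH1KD HT-1080, 48 h, CellTiter-Glo. Curves classed by r2, magnitude and activity.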
HT1080-NT tox – kills 2HG-producing HT-1080-NT fibrosarcoma cells; HT-1080-NT fibrosarcoma viability, CellTiter-Glo ATP luminescence, 48 h; Potency, µM (series often up to 46.1 µM), without a hit: at the highest dose activity, negative = less viability, actives largely listed as cytotoxic; actives 1.6% (n = 360,000); AID 686970;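 further: NT is the 2HG producing partner of a matched IDH1 knockdown line; potency means the concentration at half of the fitted maximal effect; 0% = DMSO-treated cells and -100% = media-only wells without cells; nearly all actives have a fitted effect of over 55% in size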
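Fibrosarcoma NT cells, 750 per well in 5% FBS RPMI, were exposed to compound for 48 hours. Viability: CellTiter-Glo luminescence.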
ATXN2 expr inh – ATXN2 expression inhibition; AID 1745845; HEK-293 ATXN2-luciferase reporter, luminescence, 24 h; actives 0.72% (n = 360,000); Potency, µM (titrated, usually from 57 µM), for the others: at the highest dose activity change, negative = inhibition, usual class: inhibitors; further: potency means the concentration at half of the fitted maximal effect; on the % scale 0 is the no-effect control and ±100 the full control effect; nearly all actives have a fitted effect of over 55% in size
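ATXN2-luciferase reporter cells (luciferase flanked by upstream and downstream ATXN2 gene portions) were treated 24 h at 37 °C with compounds at up to 57 uM. SteadyGlo luminescence gave expression; GF-AFC fluorescence gave viability.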
* hit, by the source's call; i = inactive; ? = inconclusive; nt = no result given; [ ] = another dose, or the depositor's remark. Unless noted, the call rests on the fitted dose curve; in most records, active means well fitted curve in the direction sought with a large enough effect; inconclusive means small, poorly fitted or top-dose-only effect, or another doubt; inactive means no such curve, though single readings can be large; an effect the other way counts as inactive or inconclusive. Rows are unselected; any-hit rate near 11%.

SMILES	KB-3-1 tox	KB-V1 MDR tox	MCF10A rereplic	ATXN viability	SW480 rerep	IL1B secr inh	HT1080 IDH1KD tx	HT1080-NT tox	ATXN2 expr inh
CCn1cc(C(=O)NCC(OC)OC)c(=O)c2cc(S(=O)(=O)N3CCC(C)CC3)ccc21	13µM*	0.0%	?	i	8.8%	-6.5	-1.5%	-4.7%	nt
O=C(NCc1cccs1)C1CCCN(c2ncccn2)C1 (centres undefined)	13.7%	?	0.1%	i	1.1%	6.4	0.4%	0.2%	-0.8%
CN1CCN(S(=O)(=O)c2cccc3nsnc23)CC1	-5.7%	-9.5%	9.8%	i	-3.2%	24.3	5.0%	-0.2%	21.7%
COCCN(C(=O)COC(=O)CCC(=O)c1cccs1)c1c(N)n(Cc2ccccc2)c(=O)[nH]c1=O	1.5%	26.6%	-2.8%	i	6.7%	8.1	0.1%	-1.8%	3.8%
Fc1ccc(N2CCN(Cc3nnc(-c4ccccc4Cl)o3)CC2)cc1	1.2%	8.5%	nt	i	nt	nt	nt	nt	-17.4%
CC1CCN(c2oc(-c3cccs3)nc2S(=O)(=O)c2ccc(Cl)cc2)CC1	-15.2%	-27.3%	nt	i	nt	nt	nt	nt	-7.5%
Cc1nc(SCC(O)CO)c([N+](=O)[O-])[nH]1 (centres undefined)	15.5%	16.5%	-10.5%	?	-4.6%[9.22 µM]	-5.0	13.0%	18.9%	-6.8%
O=S(=O)(c1ccc2c(c1)OCCO2)N1CCN(Cc2ccc3c(c2)OCO3)CC1	5.9%	?	7.9%	i	1.5%	64.8	-8.1%	-0.6%	-2.5%
O=C(Cc1ccc(Cl)cc1)Nc1ncccn1	-2.1%	?	-1.1%	i	-9.4%	-2.7	9.0%	23.3%	-8.2%[11.3 µM]
COc1ccc(NS(=O)(=O)c2ccc3oc(SCc4ccc(F)cc4)nc3c2)cc1	?	?	?	i	?	?	?	?	-12.7%
Cc1cc(CNC(=O)COc2ccc(F)cc2)c2ccccc2n1	-19.2%	-7.5%	-0.3%	i	?	24.8	-2.0%	-6.1%	nt
CC1CCN(C(=O)Cn2nnc(-c3ccccc3)n2)CC1	-3.4%	14.4%	2.8%	i	-3.7%	-3.7	2.7%	15.2%	nt
CCc1ccc(-n2nc3cc(C)c(NC(=O)c4cc(OC)cc(OC)c4)cc3n2)cc1	12.7%	-9.1%	nt	i	nt	nt	nt	nt	16.8%
Cc1ccc(S(=O)(=O)N2CCN(Cc3ccccc3)CC2)c(C)c1N(C)S(=O)(=O)c1ccccc1	-15.0%	-22.0%	?	i	-8.3%	0.2	-1.9%	-4.0%	-11.6%
O=C(N/N=C/c1cc(Cl)c(O)c(Cl)c1)c1cc2c(ccc3ccccc32)o1	-16.0%	-2.0%	?	i	14.6µM*	-15.0	?	-3.3%	56.4%[activator]
O=C(c1ccc(F)cc1)N1CCN(C2CC3CCC2C3)CC1 (centres undefined)	4.5%	-24.3%	3.0%	i	-3.8%	-3.9	5.7%	10.4%	0.1%
COc1ccccc1NC(=O)c1cc(Cl)nnc1Cl	23.1µM*	?	?	i	?	-97.2*	?	?	5.3%
CC(C)/C=C/CN1CCCC(N2CCN(c3cccc(Cl)c3)CC2)C1 (centres undefined)	7.0%	-5.4%	?	i	?	?	0.0%	2.1%	-18.4%
O=C(CSc1ccc(F)cc1)Nc1cccc(S(=O)(=O)N2CCOCC2)c1	4.7%	5.6%	2.9%	i	4.8%	-52.2*	-2.0%	5.1%	-2.5%
Cc1cc(C)c(C)c(S(=O)(=O)N2CCC(C(=O)NCC(c3ccccc3)N(C)C)CC2)c1C (centres undefined)	-19.0%	-2.0%	?	i	176.7%	?	18.4µM*	?	3.2%
CC1(C(=O)Nc2cccc3c2CCCC3)CCN1C(=O)CCc1ccc(Cl)cc1Cl (centres undefined)	-2.2%	-8.7%	nt	i	nt	-10.0	?	-25.8%	-12.7%
Cc1cc(C)cc(C(=O)Nc2ccc(-c3cn4cccnc4n3)cc2)c1	-3.6%	-4.5%	nt	i	nt	nt	nt	nt	-32.0%
CCOC(=O)c1cc(NC(=O)c2ccc(Cl)cc2)c(=O)n2c1oc1ccc(Cl)cc12	2.8%	1.8%	2.0%	i	-3.6%	2.6	3.7%[9.24 µM]	1.8%	-6.7%
O=C(NC12CC3CC(CC(C3)C1)C2)c1cc([N+](=O)[O-])ccc1N1CCOCC1	-2.3%	13.7%	-4.3%	i	-3.9%	-19.0	?	-18.3%	3.5%
CCOC(=O)c1ccc(NC(=O)CNC(=O)c2ccco2)cc1	8.2%	0.0%	-11.1%	i	1.3%	22.4	18.9%	24.5%	?
Cc1cccc(N=Nc2ccc(O)c3ncccc23)c1	?	-35.2%	?	10µM*	-64.2%[inhibitor]	2.5	7.31µM*	?	-27.9%
CS(=O)(=O)N1CCN(C(=O)c2ccc(Cl)s2)CC1	3.3%	10.8%	-4.6%	i	-13.8%	11.6	10.1%	13.8%	-25.6%
O=C1Nc2ccccc2C1=Nc1ccc2[nH]c3ccccc3c2c1	1.4%	1.6%	0.7%	i	1.2%	?	8.3%	1.3%	-4.9%
CCOc1ccc(NC(=O)CN2CCN(S(=O)(=O)c3ccc(OC)cc3)CC2)cc1	1.8%	-7.6%	nt	i	nt	nt	nt	nt	-14.1%
COCCNC(=O)C(=O)NCC1OCCN1S(=O)(=O)c1ccc(C)cc1 (centres undefined)	8.4%	14.2%	-0.2%	i	-0.4%	0.0	2.7%	5.6%	-6.7%
CC(C)(C)c1ccc(NC(=O)CNC2CCCc3ccccc32)cc1 (centres undefined)	-3.0%	-16.7%	8.3%	i	2.8%	-10.4	-0.1%	3.1%	-3.6%
CCC(CC)c1nnc(NC(=O)CC(C)c2ccccc2)s1 (centres undefined)	-3.7%	-26.3%	-0.4%	i	1.9%	42.3	4.0%	3.1%	15.5%
CC(=O)c1ccc(NC(=O)CCCN2C(=O)/C(=C/C(C)=C/c3ccccc3)SC2=S)cc1	?	18.4µM*	-3.3%	nt	3.4%	-65.7*	0.5%	6.0%	11.5%
COc1ccc(NC(=O)C2CCCN(S(=O)(=O)c3cccc4nonc34)C2)cc1 (centres undefined)	-2.5%	?	14.6µM*	i	?	7.6	?	?	-9.3%
CCOC(=O)C1=C(C)N=C2SC=C(C)N2C1c1ccc(OC)cc1 (centres undefined)	?	?	?	i	?	30.0	20.6µM*	16.4µM*	-25.3%
CCOc1ccccc1N1CCN(C(=S)Nc2ccc(S(N)(=O)=O)cc2)CC1	0.0%	-19.9%	?	i	15.7%	31.9	-9.9%	-7.7%	-9.2%
O=C(COC(=O)c1cc(=O)[nH]c2ccccc12)Nc1ccccc1F	?	?	-18.7%	i	-3.5%	-0.9	10.9%	7.5%	-1.6%
COc1ccc(CNC(=O)CCN2C(=O)c3ccncc3C2=O)cc1OC	6.5%	17.2%	-6.5%	i	2.6%	9.9	6.5%	2.1%	1.7%
CC(C)=CCN1CCN(Cc2ccc(C#CC(C)(C)O)cc2)CC1CCO (centres undefined)	1.0%	8.5%	0.7%	i	?	-3.6	11.1%	-0.5%	3.3%
CCOc1ccccc1N(CC)C(=O)c1nn(C)c2c1CSc1ccccc1-2	0.0%	-4.1%	?	i	1.6%	0.0	-9.8%	-0.8%	?

Three of the entries above in order of their number in IL1B secr inh, falling.
SMILES | IL1B secr inh
CCC(CC)c1nnc(NC(=O)CC(C)c2ccccc2)s1 (centres undefined) | 42.3
COc1ccc(CNC(=O)CCN2C(=O)c3ccncc3C2=O)cc1OC | 9.9
CC(C)=CCN1CCN(Cc2ccc(C#CC(C)(C)O)cc2)CC1CCO (centres undefined) | -3.6

(listing goes on)
SMILES	KB-3-1 tox	KB-V1 MDR tox	MCF10A rereplic	ATXN viability	SW480 rerep	IL1B secr inh	HT1080 IDH1KD tx	HT1080-NT tox	ATXN2 expr inh
N#Cc1nc(-c2ccccc2Cl)oc1N1CCCCC1	-16.4%	0.0%	?	i	-0.3%	-50.7*	-0.8%	-1.9%	40.6%[activator]
COc1ccc(SCCc2ccncc2)cc1	-5.8%	0.1%	2.2%	i	-2.6%	-4.4	-2.1%	-4.7%	nt
CC(=O)OC(COC1C[C@@H]2CC[C@@]1(C)C2(C)C)C[N+]1(C)CCCCC1 (some centres undefined)	-20.5%	20.1%	9.9%	i	-0.3%	-14.0	-8.1%	-1.6%	-20.9%
O[C@@H]1C[C@H](c2ccccc2)N(Cc2cccs2)C[C@H]1n1cc(C2CC2)nn1	3.1%	18.2%	nt	?	nt	-20.7	7.3%	0.1%	0.5%
Cc1cccc(NC(=S)Nc2cccc(C)n2)n1	21.6%	12.9%	1.9%	i	0.9%	30.7	12.9%	-25.7%	-13.2%
CC1CCCC(NC(=O)COC(=O)c2n[nH]c3ccccc23)C1C (centres undefined)	0.2%	-27.1%	?	?	12.0%	7.2	0.1%	-7.6%	nt
CC(NC(=O)COC(=O)C1CC2CCCC(C1)C2=O)c1ccccc1 (centres undefined)	0.0%	5.3%	0.5%	i	-4.9%	12.5	-10.9%	12.8%	nt
CS(=O)(=O)N(CC(=O)N1CCN(c2cccc(Cl)c2)CC1)c1cccc(F)c1	-21.1%	?	-0.3%	i	-5.6%	-18.1	-0.6%	-6.4%	-8.0%
CCC(Sc1nc(C)cc(C)n1)C(=O)NC1=NN=C(c2ccc(C)cc2)CS1 (centres undefined)	-1.7%	-1.4%	?	?	?	-14.4	?	?	-28.2%
CCOC(=O)N1CCN(C(=O)c2ccc(N(C)S(=O)(=O)c3ccc(C)cc3)cc2)CC1	0.5%	-16.5%	26.7%	i	-20.0%	0.0	-9.9%	0.0%	-24.8%
CC(=O)Nc1ccc(N2CCOCC2)c(S(=O)(=O)Nc2ccccc2Cl)c1	7.6%	14.1%	nt	?	nt	-3.2	0.5%	-0.5%	nt
CSc1ccc(CCNc2ncnc3onc(C)c23)cc1	?	0.0%	nt	i	nt	nt	nt	nt	?
